INS promoter inh – inhibitors of insulin promoter-driven GFP, primary screen, imaging, TRM-6 cells (human fetal islet line), eGFP reporter, cell count | reporter expression induced with tamoxifen | inhibition, % at 2 µM | 130,000 compounds, 0.9% hits;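 active means inhibition above the mean plus 3 SD, with well images judged a real hit on visual review, cut at about 60% in these data, passing the limit was not always enough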
sdo1 growth – growth rescue of sdo1-depleted yeast, primary screen, S. cerevisiae, bone marrow failure model; S. cerevisiae sdo1-depleted JHY4D growth rescue, OD600 30 h; hits give high values; pdr5 snq2 efflux-pump mutant strain; z-score at 10 µM; 140,000 compounds, 0.21% hits; AID 817, 2007;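 active means z-score above 3 at both the 24 hr and the 30 hr optical density reads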;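 further: z-score against mean and SD of all compound wells on the same plate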
sdo1 growth Rescue 24 h – second read-out of sdo1 growth, no call of its own (marks repeat the call); z-score; S. cerevisiae sdo1-depleted JHY4D growth rescue, OD600; measured here: growth rescue at 24 h;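 0 is the plate mean of compound wells and units are plate SD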
* = called active by the depositor; x = not tested or not shown. This is a subset; rates above refer to the full screens.

sdo1 growth Rescue 24 h,sdo1 growth,INS promoter inh,SMILES
-0.35,-1.8,6,O=C(/C=C/c1cccc(C(F)(F)F)c1)Nc1cccc(C(F)(F)F)c1
x,x,12,O=C1CCC([N+](=O)[O-])C(c2ccc(Cl)c([N+](=O)[O-])c2)N1 (configuration not stated)
2,0.95,x,Cc1cc(C(=O)CSc2nnc(-c3ccc(OC(F)F)cc3)o2)c(C)n1Cc1cccs1
-0.09,-0.55,5,O=C(c1ccccc1Sc1cccc2ccccc12)N1CCOCC1
1.9,0.85,3,O=C(Nc1ccccc1-c1ccccc1)NC1CCN(CC(=O)N2CCOCC2)CC1
0.5,0.64,6,COc1ccc(C2C(C#N)=C(N)OC3=C2C(=O)CCC3)c(OC)c1OC (configuration not stated)
-1,0.29,21,O=C1CCCC(O)=C1C1NCCc2ccccc21 (configuration not stated)
0.65,0.47,x,Cn1ccnc1SCc1nc2c(cnn2-c2ccccc2)c(=O)[nH]1

Complete entries, looked up by structure. Order of values: sdo1 growth Rescue 24 h	sdo1 growth	INS promoter inh
O=C1CCC([N+](=O)[O-])C(c2ccc(Cl)c([N+](=O)[O-])c2)N1 (configuration not stated) as listed: x	x	12
COc1ccc(C2C(C#N)=C(N)OC3=C2C(=O)CCC3)c(OC)c1OC (configuration not stated) as listed: 0.5	0.64	6
Cc1cc(C(=O)CSc2nnc(-c3ccc(OC(F)F)cc3)o2)c(C)n1Cc1cccs1 as listed: 2	0.95	x

Entries listed so far containing nitrogen in an aromatic ring, in the order listed:
sdo1 growth Rescue 24 h,sdo1 growth,INS promoter inh,SMILES
2,0.95,x,Cc1cc(C(=O)CSc2nnc(-c3ccc(OC(F)F)cc3)o2)c(C)n1Cc1cccs1
0.65,0.47,x,Cn1ccnc1SCc1nc2c(cnn2-c2ccccc2)c(=O)[nH]1

The results go on:
sdo1 growth Rescue 24 h,sdo1 growth,INS promoter inh,SMILES
x,x,30,COc1ccc([N+](=O)[O-])cc1NC(=O)CC1SC(=Nc2cccc(C)c2C)N(/N=C/c2cccc(OC)c2OC)C1=O (configuration not stated)
-0.71,-0.62,-181,S=C(Nc1cccc2ccccc12)NN1CCOCC1
0.27,-0.23,x,Cc1cc(-c2csc(NC(=O)c3ccccc3C(F)(F)F)n2)c(C)n1Cc1ccccc1
1.3,1.3,-62,Cc1nnc(SCC(=O)NCc2ccco2)[nH]c1=O
-1,-0.98,x,O=C(Cn1nnc(-c2ccccc2F)n1)Nc1ccc2c(c1)OCO2
0.57,0.62,-26,Cc1cccc(/N=C/c2c(O)c3ccccc3oc2=O)n1
-1.2,-0.65,-4,CCOC(=O)N1CCN(c2ccc(C(=O)CC)cc2F)CC1
x,x,-33,CCOC(=O)CNC(=O)CSc1nc(-c2ccccc2)ns1
-0.96,0.05,26,CCOC(=O)N1CCN(C(=O)Nc2ccc3nc(C)sc3c2)CC1
x,x,10,Cc1ccc(NC(=O)CC2SC(=Nc3ccc(O)cc3)NC2=O)cc1 (configuration not stated)
-1,-0.77,8,CCN(C(=O)CCc1nc(-c2ccccc2F)no1)c1cc(OC)ccc1OC
-1.1,0.1,23,CC1CC(C)CN(CCCNC(=O)Cc2c(C(=O)O)n(C)c3ccccc23)C1 (configuration not stated)
1.5,1.2,19,CNC(=O)/C(=C\c1ccc2c(c1)OCO2)NC(=O)c1ccc(Br)cc1
-0.15,0.22,-64,C=CCn1c2ccccc2c2nnc(SCC(=O)Nc3c(C)n(C)n(-c4ccccc4)c3=O)nc21
-1.3,-1,33,Cc1cc(Cl)c(S(=O)(=O)N2CCSCC2)cc1OCC(=O)NC1CCCCC1
-0.46,0.07,-11,CC1Sc2ccccc2N(CC(=O)N(C(C)C)C(C)C)C1=O (configuration not stated)
-0.85,-0.15,50,COc1ccccc1N1CC(C(=O)OCC(=O)c2ccc(F)cc2)CC1=O (configuration not stated)
x,x,-107,COc1cc(NC(=O)c2ccc3c(c2)OCCO3)ccc1NC(=O)c1cccs1
x,x,14,CCC(c1nnc(SCC(=O)NCC2CCCO2)n1Cc1ccccc1)N(C)C (configuration not stated)
-1.5,-0.49,8,COc1cc(NC2=CC(=O)CC(C)(C)C2)cc(OC)c1OC
x,x,-34,Cc1c(NC(=O)Cn2cnc3c(=O)n(C)c(=O)n(C)c32)cccc1-c1nc2ccccc2o1
0.14,-0.27,40,COc1ccc2[nH]c(=O)c(CN(CCO)C(=O)c3cccs3)cc2c1
-2,-3.3,-4,CCCc1ccc(Oc2cn[nH]c2-c2ccc(O)cc2O)cc1
x,x,35,C=CCNC(=O)c1ccc(S(=O)(=O)CC)c(Cl)c1Cl
-1.1,-2.2,-39,CN1C(=O)/C(=C\c2ccccc2)Sc2ccc(C(=O)N3CCN(c4ccccn4)CC3)cc21
x,x,-407,CC(=O)OC(COc1cccc(C)c1)Cn1cnc2ccccc21 (configuration not stated)
-0.42,0.44,-5,CCOC(=O)c1c(C)oc2ccc(O)c(CN3CCCCC3)c12
0.46,0.57,-62,COc1ccccc1C(=O)N/N=C/c1cnc2ccccc2n1
x,x,73,CC1(C)CC2(CCO1)N1CC3(C)CN2CC(C)(C1)C3=O (configuration not stated)
0.28,0.84,x,CCOc1c2ccc(C(=O)NCCc3cccs3)cc2nn1CC
-0.78,-0.45,30,COc1cc2[nH]c(=O)n3nc(-c4ccccc4)nc3c2cc1OC
0.72,0.6,x,O=C(COc1ncnc2ccccc12)NCCCN1CCCC1=O

Just INS promoter inh (5 entries from above):
compound | INS promoter inh
CN1C(=O)/C(=C\c2ccccc2)Sc2ccc(C(=O)N3CCN(c4ccccn4)CC3)cc21 | -39
CC(=O)OC(COc1cccc(C)c1)Cn1cnc2ccccc21 (configuration not stated) | -407
CCOC(=O)c1c(C)oc2ccc(O)c(CN3CCCCC3)c12 | -5
COc1ccccc1C(=O)N/N=C/c1cnc2ccccc2n1 | -62
CC1(C)CC2(CCO1)N1CC3(C)CN2CC(C)(C1)C3=O (configuration not stated) | 73

Carrying on:
sdo1 growth Rescue 24 h,sdo1 growth,INS promoter inh,SMILES
1.6,0.73,x,Cc1occc(=O)c1OC(=O)Nc1ccccc1
-0.84,-1,43,O=C(c1ccc(Cl)s1)N1CCN(c2ccccc2)CC1
-0.3,-0.31,-31,CCC1(CC)Cc2ccccc2C(CC(=O)N2CCOCC2)=N1
-0.75,-0.8,-8,Cc1ccc(C)c(OCC(=O)Nn2c(C)nc3ccccc3c2=O)c1
1.1,0.55,-44,CCN1CCN(C(c2ccc(F)cc2)c2nnnn2Cc2cccs2)CC1 (configuration not stated)
-0.8,-1,-45,CC(=O)N1CCN(c2ccc(NC(=O)c3cccc(OCc4ccccc4)c3)cc2)CC1
0.62,0.69,x,O=C(c1ccccc1F)N1CCN(c2ccccc2F)CC1
-0.97,-1.3,10,CCOC(=O)c1ccccc1NC(=O)c1ccc(NS(C)(=O)=O)cc1
0.23,-1.1,x,CCOC(=O)COc1cc(Br)c(/C=N/Nc2ccccc2)cc1OC
-0.84,-0.42,x,COc1cccc(C(O)CC(N)=O)c1 (configuration not stated)
0.61,0.37,-182,Nc1c(C(=O)Nc2nccs2)sc2nc(-c3cccs3)cc(C(F)(F)F)c12
-1.1,-1.4,20,Cc1ccc(NC(NC(=O)c2cccs2)C(Cl)(Cl)Cl)cc1 (configuration not stated)
-0.84,0.49,-19,CCC(C)(C)NC(=O)C(c1ccccc1)N(C(=O)c1csnn1)C1CC1 (configuration not stated)
-0.06,-0.57,-120,CN(C)c1ccc(/C=C2\CCC/C(=C\c3ccccc3)C2=O)cc1
0.45,1.3,3,O=C(Nc1c(F)cccc1F)c1ccc(-n2cncn2)nc1
x,x,-2,CCCCN1C(=O)C(O)(CC(=O)c2c(C)coc2C)c2ccccc21 (configuration not stated)
-0.56,-0.18,-55,CCOC(=O)/C(=N\Nc1ccccc1)S(=O)(=O)c1ccccc1
-0.33,-0.56,-16,CCCCSc1nnc(-c2ccc(NC(=O)CC)cc2)n1C
-0.87,-0.63,-68,O=C(OCC(=O)C12CC3CC(CC(C3)C1)C2)c1cccnc1Cl
0.53,0.97,-369,COC(=O)Nc1nnc(CC(=O)Nc2ccccc2C)s1
1.7,1.2,-233,Cc1nnc(N2CCOCC2)c2nn(-c3cccc(Cl)c3)c(C)c12
-1.5,-1.2,35,COC(=O)c1c(-c2ccc(C(C)(C)C)cc2)csc1NC(=O)C1C2CCC(O2)C1C(=O)O (configuration not stated)
0.2,0.13,-23,O=C(NC1CC1)c1ccc2c(c1)ncn2C1CCCC1
-0.64,-0.84,x,CCC(C)(C)n1nnnc1C(c1cccnc1)N1CCCc2ccccc21 (configuration not stated)
0.41,-0.37,53,CCOC(=O)c1c(NC(=O)COC(=O)Cn2cnc3ccccc32)sc2c1CCC(C)C2 (configuration not stated)
0.33,0.37,x,O=C(NC1CCCC1)c1ccc(Br)s1
0.49,0.42,8,NNC(=O)c1cc(Br)cs1
x,x,31,COc1ccc(-c2nnn(CC(=O)NC3CCCc4ccccc43)n2)cc1OC (configuration not stated)
-0.42,0.28,-150,COc1cccc(C(=O)Nc2nc3c(c(=O)[nH]2)CCCC3)c1
-0.29,0.02,62,CC1CN(Cc2nc3c(c(=O)n(C)c(=O)n3C)n2CC(=O)c2ccccc2)CC(C)O1 (configuration not stated)
-0.07,-0.85,x,CCCCN(C)S(=O)(=O)c1ccc(C(=O)N=c2sc3cc(NC(C)=O)ccc3n2C)cc1
-0.16,0.02,-36,Cc1cc(-c2nn(-c3ccccc3)cc2/C=C2\SC(N)=NC2=O)ccc1OC(C)C
x,x,11,Cc1[nH]n(-c2ccccc2)c(=O)c1/C=N/N1C(=O)c2cccc3cccc(c23)C1=O
0.93,0.09,3,O=C(Nc1ccccc1[N+](=O)[O-])C1C(c2ccccc2)=C1c1ccccc1
0.97,0.62,27,O=C(NCCOC(=O)c1ccc(S(=O)(=O)N2CCOCC2)cc1)c1cccnc1
-0.31,-0.08,12,CCCCN(C(=O)CNC(=O)c1cccs1)C(C(=O)NC1CCCCC1)c1cccnc1 (configuration not stated)
1.1,1.2,0,O=C(C(c1ccccc1)c1ccccc1)N1CCN(Cc2ccccn2)CC1
0.25,0.47,-5,Cc1ccc(CNC(=O)C(CCC(N)=O)NC(=O)OCc2ccccc2)cc1 (configuration not stated)
-0.63,-1.1,x,COc1ccccc1N1CCN(c2cc(=O)n(Cc3ccc(F)cc3)c(=O)[nH]2)CC1
0.11,0.93,30,Cc1cccnc1NC(=O)Cn1nc(-c2ccccc2)oc1=S
0.74,0.78,3,C/C(CC(=O)NCc1ccco1)=N\NC(=O)COc1ccc(C)cc1
-0.52,-0.11,-27,C=CCn1c(CSCc2ccccc2)nnc1SCC(=O)NCc1ccccc1
-1.4,-0.89,x,N=c1c(S(=O)(=O)c2ccccc2)cc2c(=O)n3ccccc3nc2n1Cc1ccco1
-0.69,-1.9,-57,CCOc1ccc(OCC)c(NC(=O)C2CCCN(S(=O)(=O)c3c(C)noc3C)C2)c1 (configuration not stated)
x,x,-35,O=C(O)COc1ccccc1/C=C1\SC(=Nc2ccc(F)cc2)N(c2ccc(F)cc2)C1=O
-2.3,-0.64,32,Cc1c(C(=O)NC(C)c2ccccc2)c(-c2ccccc2)nn1-c1ccccc1 (configuration not stated)
0.2,0.42,-42,O=[N+]([O-])c1ccc(N/N=C2/CCCCC2c2ccccn2)c([N+](=O)[O-])c1 (configuration not stated)
-0.24,0.64,-7,Cc1cc(C)n2c(SCC(=O)Nc3ccc(Cl)cn3)nnc2n1
-0.14,0.59,36,CCn1nc(C)c(Oc2ccccc2O)c1C
-0.1,0.04,-79,Nc1nc(SCC(=O)Nc2ccccc2Oc2ccccc2)n[nH]1
1,0.66,x,COc1ccc2[nH]c(=O)c(CN(Cc3ccco3)C(=O)c3ccccc3)cc2c1
0.05,0.41,x,COC(=O)c1ccc(COC(=O)c2ccccc2OC)cc1
1.3,0.58,4,O=C(C1CCC1)N1CCc2cc(S(=O)(=O)N3CCN(c4ccccn4)CC3)ccc21
x,x,37,CCOC(=O)c1cnc(-c2ccccc2)nc1-c1ccccc1
-0.87,-1.6,x,N#Cc1cc(-c2ccccc2)cnc1Sc1ccc(Cl)cc1
-0.91,-0.3,x,O=C(NCCc1ccccc1)c1ccccc1NC(=O)C1CC=CCC1C(=O)O (configuration not stated)

Six records drawn at random from the list so far, as already listed:
sdo1 growth Rescue 24 h,sdo1 growth,INS promoter inh,SMILES
-0.91,-0.3,x,O=C(NCCc1ccccc1)c1ccccc1NC(=O)C1CC=CCC1C(=O)O (configuration not stated)
-0.87,-1.6,x,N#Cc1cc(-c2ccccc2)cnc1Sc1ccc(Cl)cc1
0.05,0.41,x,COC(=O)c1ccc(COC(=O)c2ccccc2OC)cc1
1.3,0.58,4,O=C(C1CCC1)N1CCc2cc(S(=O)(=O)N3CCN(c4ccccn4)CC3)ccc21
-0.14,0.59,36,CCn1nc(C)c(Oc2ccccc2O)c1C
x,x,37,CCOC(=O)c1cnc(-c2ccccc2)nc1-c1ccccc1

More structures follow:
sdo1 growth Rescue 24 h,sdo1 growth,INS promoter inh,SMILES
-0.24,-0.5,-42,COc1ccc(-c2cc(C(=O)n3cnc4ccccc43)c3ccccc3n2)cc1
0.35,0.57,18,Cc1cnc(C(=O)OCC(=O)Nc2cccc(S(=O)(=O)N3CCCCC3)c2)cn1
0.71,1.3,-10,CC(=O)c1cn(CCCCCCCn2cc(C(C)=O)c(=O)[nH]c2=O)c(=O)[nH]c1=O
0.11,0.82,-6,CCn1c(SCC(=O)N2CCN(c3ccccc3)CC2)nnc1-c1ccncc1
-0.24,0,-117,O=C(c1ccccc1NS(=O)(=O)c1cccc([N+](=O)[O-])c1)N1CCOCC1
-1.4,-1.6,x,COc1ccccc1/C=C/C=N/N1CCN(Cc2ccc(Cl)cc2)CC1
0.73,0.76,x,Cc1ccc(C(=O)COC(=O)c2cnccn2)cc1
2.1,1.4,-23,CCOC(=O)c1cnc2ccc(Cl)cc2c1NCCN(C)C
